GRIN3A LBD mod: modulates the human NR3A ligand-binding domain | 340,000 tested, 2.5% active | Tm shift relative to glycine control, % at 25 µM | NR3A LBD differential scanning fluorimetry, Tm shift; 0% = protein alone, 100% = glycine-bound protein;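 active = melting temperature shift of at least 10% of the positive control shift, at one fixed dose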
PfGluPho inh: PfG6PD (Plasmodium falciparum) enzyme inhibition; PfGluPho enzyme, NADPH resazurin-diaphorase fluorescence; inhibition, % at 20 µM; 350,000 tested, 0.78% active;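 active = inhibition reaching at least a set limit at 20 µM in the primary screen, cut at about 59% in these data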;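 note: 0% = DMSO wells with substrate and 100% = DMSO wells lacking glucose-6-phosphate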
SENP8 inh: blocks human SENP8 cleavage of Nedd8 substrate; recombinant SENP8, Nedd8 substrate fluorescence; 360,000 tested, 0.64% active; inhibition, % at 20 µM; AID 602440; in the data active = inhibition mostly above about 40%, no sharp cut-off; inactive = mostly below about 27%
ATG4B inh: ATG4B (human) cysteine protease inhibition | inhibition, % at 8.33 µM | Q9Y4P1 | ATG4B cleavage of LC3-PLA2, NBD-HPC fluorescence, 1 h | 340,000 tested, 0.51% active; in the data active = inhibition above about 40%
HKDC1 inh: blocks human hexokinase HKDC1 activity; recombinant HKDC1, G6PDH/diaphorase resazurin coupled fluorescence; Q2TB90; inhibition, % at 20 µM; 340,000 tested, 0.16% active;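 active = inhibition above about 35% when tested at 20 µM, limit read from the data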;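 note: plate controls were DMSO wells with enzyme for no effect and DMSO wells lacking enzyme for full effect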
Target sequence (Q2TB90 whole entry, looked up): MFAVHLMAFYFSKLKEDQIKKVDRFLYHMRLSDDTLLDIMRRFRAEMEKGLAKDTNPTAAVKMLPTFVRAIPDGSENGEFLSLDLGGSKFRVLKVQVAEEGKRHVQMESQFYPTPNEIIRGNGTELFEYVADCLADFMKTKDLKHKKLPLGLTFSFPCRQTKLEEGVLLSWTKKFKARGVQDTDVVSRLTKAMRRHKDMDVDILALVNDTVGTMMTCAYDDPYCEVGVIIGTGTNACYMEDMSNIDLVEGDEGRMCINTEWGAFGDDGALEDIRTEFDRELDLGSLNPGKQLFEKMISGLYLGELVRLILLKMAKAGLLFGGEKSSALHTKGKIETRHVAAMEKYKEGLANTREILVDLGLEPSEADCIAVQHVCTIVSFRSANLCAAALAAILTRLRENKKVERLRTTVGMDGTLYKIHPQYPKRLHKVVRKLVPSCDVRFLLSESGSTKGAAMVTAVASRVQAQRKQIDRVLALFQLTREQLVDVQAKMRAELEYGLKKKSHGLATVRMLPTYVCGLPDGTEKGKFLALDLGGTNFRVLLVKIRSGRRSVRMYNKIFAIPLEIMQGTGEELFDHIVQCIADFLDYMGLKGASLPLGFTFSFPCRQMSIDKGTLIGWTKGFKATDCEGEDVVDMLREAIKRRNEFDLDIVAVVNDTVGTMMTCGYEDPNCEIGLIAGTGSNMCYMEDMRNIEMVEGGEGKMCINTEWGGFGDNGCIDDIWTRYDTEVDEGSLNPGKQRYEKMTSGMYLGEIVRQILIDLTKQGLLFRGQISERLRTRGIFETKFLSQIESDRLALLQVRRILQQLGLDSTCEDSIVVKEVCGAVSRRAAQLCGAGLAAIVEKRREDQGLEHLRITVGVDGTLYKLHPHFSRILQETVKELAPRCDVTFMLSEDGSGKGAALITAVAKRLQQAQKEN
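System: Recombinant HKDC1 hexokinase | Amount: HKDC1 at 5 µg/mL | Reagent: Glucose with 1 mM ATP | Doses: Single 20 µM dose | Incubation: Reaction time 90 min, room temperature, protected from light | Signal: Coupled resazurin fluorescence, excitation 525 nm, emission 613 nm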
MPTP inh: inhibitors of mitochondrial permeability transition pore | isolated mouse mitochondria, Ca2+ swelling absorbance, 30 min | inhibition, % at 10 µM | 360,000 tested, 1.4% active | AID 602449;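 active = inhibition of 50% or more, scaled per plate between neutral and stimulator controls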;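 note: 0% = DMSO wells given calcium and 100% = 1 mM EGTA wells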
SENP7 block: inhibitors of human SENP7 protease; 330,000 tested, 1.5% active; inhibition, % at 5 µM; recombinant SENP7, Z-RLRGG-aminoluciferin luminescence, 40 min; Q9BQF6;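 active = inhibition above about 50% at the single test dose, limit read from the data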;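 note: plate controls were DMSO with enzyme for no effect and no enzyme buffer wells for full effect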
SENP6 inh: SENP6 protease inhibition; Recombinant SENP6 catalytic domain, aminoluciferin luminescence; 330,000 tested, 1.8% active; AID 2599; inhibition, % at 10 µM;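 active = inhibition above about 50% at the single tested dose, limit read from the data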;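 note: plate controls were DMSO wells with enzyme for no effect and DMSO wells lacking enzyme for full effect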
The depositor's hits bear a star; i = inactive.

molecule	GRIN3A LBD mod	PfGluPho inh	SENP8 inh	ATG4B inh	HKDC1 inh	MPTP inh	SENP7 block	SENP6 inh
CC1CCc2[nH]c3ccc(C(=O)NCCCOC(C)C)cc3c2C1 (configuration not stated)	-18	29	-68	-3	-1	0.4	-10	-5
CCN(CC)C(=O)CSc1nc2[nH]ncc2c(=O)[nH]1	-1	-15	4	0	-5	0.0	1	-7
CSc1cccc(NC(N)=O)c1	-1	8	12	-7	-3	1.6	-9	-10
O=C(CNC(=O)c1ccc(Cl)cc1)N/N=C/c1cccnc1	-1	-31	27	-1	-2	-2.2	4	-8
COc1cc(/C=C/C(=O)OCC(=O)c2ccc(OC(F)F)cc2)ccc1O	-2	13	-188	-9	-7	0.6	-3	1
O=C(NC1CCCCCC1)C1CCN(S(=O)(=O)c2c(Cl)cccc2Cl)CC1	2	-4	19	-3	-5	0.8	10	-4
CCC(C)(C)n1nnnc1CN1CCC(c2nc3ccc(C)cc3[nH]2)CC1	0	-9	2	2	-12	-2.3	-15	-16
CN(CC(=O)NCCCc1ccccc1)S(=O)(=O)c1ccc(Br)cc1	-1	-2	10	-4	-3	1.2	-6	-5
COc1ccc(-c2csc(NC(=O)CSc3nc(C)cs3)n2)cc1	-4	24	14	-2	10	31	9	-4
O=C(Cc1ccccc1[N+](=O)[O-])OCC(=O)c1ccccc1Br	2	-13	0	24	-1	0.3	-3	-17
CCc1nnc(NC(=O)C2CC(=O)N(c3ccc(C)cc3)C2)s1 (configuration not stated)	1	-3	7	-3	-2	10	-6	-16
COc1nc(Nc2ccc(C(C)=O)cc2)nc(OC)n1	0	-1	15	-9	-4	-0.4	-6	-17
Cc1ccccc1NC(=O)C1CCC(=O)N1 (configuration not stated)	-1	-7	4	4	-3	-0.1	-11	-5
Cc1ccc2oc(=O)c3cnn(CC(=O)NC4CCC(C)CC4)c3c2c1 (configuration not stated)	-5	-12	5	6	2	0.3	8	-14
COc1cccc(CNC(=O)COc2cc3c(c4oc(=O)cc(C)c24)CCC(C)(C)O3)c1	-2	52	-188	-22	21	-1.5	-4	-6
CC1=C(/C=C/C(C)=C/C=C/C(C)=C/CO)C(C)(C)CCC1	-1	7	-4	-30	-2	-0.8	-9	-11
COCCn1c(=NC(=O)c2ccc(S(=O)(=O)N3CCCc4ccccc43)cc2)sc2cc(S(C)(=O)=O)ccc21	-6	-3	-84	-10	-6	1.6	4	-5
Cc1cccc(CC(=O)Nc2cc(=O)n(C)c(=O)n2C)c1	-1	-6	14	0	-3	0.6	1	-7
Cc1ccc(NC(=O)CN2CCCC2c2cccn2C)c(Br)c1 (configuration not stated)	-1	-7	18	2	1	-0.2	0	6
Cc1ccc(S(=O)(=O)N2CCCCC2CCNC(=O)C(=O)NC2CC2)cc1 (configuration not stated)	-1	8	7	-3	-6	-0.4	14	-18
Nc1nc2ccccc2nc1N1CCCC1	-2	-3	-155	3	-17	-2.3	0	3
Cn1nnc2c(sc3nc(N4CCOCC4)c4c(c32)CCCC4)c1=O	1	12	-189	-10	2	0.3	-3	-16
C/C(CC(=O)Nc1cc(C)ccn1)=N\NC(=O)c1cccc(C)c1	-3	-13	-5	-6	-9	-1.0	7	-1
CC(C)CNC(=O)C1CCN(Cc2ccc(OCc3ccccc3)cc2)CC1	-4	4	34	-7	-6	0.4	6	20
CC(C)(C)OC(=O)NCCOC(=O)c1[nH]cnc1C(=O)NCc1ccccc1	-1	0	28	-4	-4	-0.6	-7	8
O=C(NNC1=C(C(=O)C(F)(F)F)CCC1)c1ccncc1	1	-19	19	-14	-17	0.3	-3	-5
O=C1CC(c2ccccc2)n2nc(NC(=O)C3CCCO3)nc2N1 (configuration not stated)	0	4	20	3	5	2.6	7	-2
Cc1cc(C2(c3ccc(O)c(C)c3)C(=O)N(C)c3ccc(Br)cc32)ccc1O	-15	-24	11	-21	-2	-1.5	9	-24
COc1ccc(CN2CCc3ccccc3C2)c(OC)c1OC	1	8	24	-5	-5	2.0	3	-10
Cc1ccccc1NC(=O)N1CCCN(c2ccc(C#N)cn2)CC1	-1	-4	-17	-3	2	12	4	-10

Individual results from the entries so far:
Cc1cccc(CC(=O)Nc2cc(=O)n(C)c(=O)n2C)c1 in SENP6 inh → -7
CC(C)CNC(=O)C1CCN(Cc2ccc(OCc3ccccc3)cc2)CC1 in MPTP inh → 0.4

An excerpt from the list above, for reference:
molecule	GRIN3A LBD mod	PfGluPho inh	SENP8 inh	ATG4B inh	HKDC1 inh	MPTP inh	SENP7 block	SENP6 inh
CC1CCc2[nH]c3ccc(C(=O)NCCCOC(C)C)cc3c2C1 (configuration not stated)	-18	29	-68	-3	-1	0.4	-10	-5
CCN(CC)C(=O)CSc1nc2[nH]ncc2c(=O)[nH]1	-1	-15	4	0	-5	0.0	1	-7

The results go on:
molecule	GRIN3A LBD mod	PfGluPho inh	SENP8 inh	ATG4B inh	HKDC1 inh	MPTP inh	SENP7 block	SENP6 inh
Cc1noc2ncnc(N3CCCC3)c12	-1	-8	5	7	-11	-0.4	-3	-4
Cc1cc(C(F)(F)F)nn1CC(=O)NCc1ccccc1	5	-9	24	2	-8	-1.3	8	2
CC(C)=CCc1c2c(c3occ(-c4ccc(O)cc4)c(=O)c3c1O)C=CC(C)(C)O2	25*	0	43*	0	-3	21	-15	11
CCc1ccccc1S(=O)(=O)Cc1ccc(C(=O)NC2CCCC2)o1	1	8	3	-2	0	-2.4	-2	-11
N#C/C(=C\c1ccc([N+](=O)[O-])cc1)C(=O)NCCCn1ccnc1	2	17	16	-8	-3	4.0	-1	4
Cc1nc(-c2ccc(F)cc2)c(CC(=O)Nc2cc(S(=O)(=O)N3CCCCC3)ccc2C)s1	0	6	2	-9	4	-0.4	-10	-2
O=C(CSc1ncnc2sc3c(c12)CCCC3)NC1CCS(=O)(=O)C1 (configuration not stated)	0	1	-5	-24	-4	-0.2	8	-4
CCCn1c(C)cc(/C=C(\C#N)C(=O)OCC(=O)Nc2ccc(OC)c(Cl)c2)c1C	0	-12	-134	-4	7	1.8	3	5
Cc1cccc2cc(C(c3nnnn3C(C)(C)C)N(Cc3ccco3)CC3CCCO3)c(=O)[nH]c12 (configuration not stated)	0	5	-9	-12	4	0.3	9	-9
COCCN(C(=O)COC(=O)CCn1c(C)csc1=O)c1c(N)n(Cc2ccccc2)c(=O)[nH]c1=O	1	3	16	3	-3	-0.1	-8	2
COC(=O)[C@@]12CCCCN1[C@H](c1ccc(-c3ccc4c(c3)OCO4)c(OC)c1)[C@@H]1C(=O)N(C)C(=O)[C@@H]12	0	17	-59	-15	0	0.8	-2	-11
COC(=O)C1=CN(c2cccc(Cl)c2)C=C(C(=O)OC)C1c1cccc(OC)c1	-3	18	-451	-10	5	1.7	-1	8
Cc1cc(-n2c(C)cc(C(=O)CSc3nnnn3-c3ccc(Cl)cc3)c2C)no1	1	5	4	-2	-1	3.9	11	-16
O=C(C1CCCN(Cc2cccc(F)c2)C1)N1CCCCC1 (configuration not stated)	1	-7	8	0	-7	0.7	8	0
CC(C)(C)OC(=O)NC1CC2CCCC(C1)N2Cc1ccccc1 (configuration not stated)	1	-7	2	-1	-3	-0.8	-6	-7
CCCCCCOc1ccc(/C=C/C(=O)N2CCOCC2)cc1OC	0	17	-98	-1	-5	2.1	4	5
CCOC(=O)N1CCN(c2nc(-c3ccccc3)c3cc(C)ccc3n2)CC1	1	-8	-316	2	-2	0.7	-1	2
COc1ccc(NC(=O)N2c3ccccc3CC2C)cc1OC (configuration not stated)	0	8	5	-3	-2	0.0	-11	-31
Cc1ccc(N=C2C(=O)Nc3ccc(Br)cc32)cc1	1	12	28	4	7	-1.5	-5	-12
CCN(C(=O)CSc1nnc(-c2ccncc2)n1-c1ccccc1)C1CCS(=O)(=O)C1 (configuration not stated)	1	27	-43	0	-6	-4.4	-7	4
O=C(CSc1nnc(CNC(=O)c2ccccc2)o1)NCCc1ccccc1	1	-1	4	1	-5	-0.3	17	-5
COCC1CCN(Cc2cn(-c3ccccc3F)nc2-c2cc(C)sc2C)CC1	-1	7	4	3	-6	1.1	-11	-20
COc1cccc(NC(=O)c2c(C)cc(C)cc2CC(C)(C)C(=O)O)c1	-2	7	10	-1	-3	-0.5	7	-10
Clc1ccc(-c2cn3cccnc3n2)cc1	-1	-3	i	-1	2	-1.6	-15	1
CS/C(=N\S(=O)(=O)c1cccs1)Nc1ccc(F)c(Cl)c1	-8	15	25	-5	-9	9.3	-6	-14
COc1ccc(OC)c(NC(=O)COC(=O)COc2c(Cl)cc(Cl)c3ccc(C)nc23)c1	0	0	15	-3	-5	2.3	-8	-16
NS(=O)(=O)c1ccc(NC(CNS(=O)(=O)c2ccccc2)c2ccccc2)cc1 (configuration not stated)	-7	-5	9	-13	-8	-1.1	6	-47
Brc1ccc2c(c1)C(C1=NCCN1)c1ccccc1CS2 (configuration not stated)	-3	-15	9	4	-1	0.2	-9	-7
CC(C)(C)NC(=O)C[n+]1ccc(C(N)=O)cc1	-1	-11	6	-5	-13	0.1	9	11
CSC(=NNC(=O)c1ccc(O)cc1)SC	0	-13	18	8	-11	1.5	-6	-11
COc1ccccc1C(=O)NCc1ccccn1	-1	-4	0	-1	-7	-0.4	1	-6
CC(C)(C)c1nnc2sc(SCC(=O)c3ccccc3)nn2c1=O	-1	-17	15	-9	-19	-3.8	10	8
Cc1ccc(-c2c3c(nc4sc(C(N)=O)c(N)c24)CCCC3)o1	2	15	-43	23	3	-0.5	-3	-4
COc1cccc(Nc2nc(N)nc(-c3oc4ccccc4c3C)n2)c1	17*	34	-19	-3	-5	0.9	1	-4
Cc1cc(Oc2ccc(-c3nnc(-c4ccccc4)o3)cc2[N+](=O)[O-])ccc1Cl	0	-16	21	4	-5	2.8	-2	-4
CC1=CC(C)(C)n2c(O)c(N=NC(N)=S)c3c(C)c(C)cc1c32	1	9	19	1	-3	1.1	-8	0
CSCC[C@H](NC(=O)[C@@H]1Cc2ccccc2CN1)C(=O)Nc1ccc2c(c1)OCCO2	-5	9	0	-6	3	0.1	-6	7
COc1ccc(C(=O)NC(=S)Nc2ccc3oc(=O)ccc3c2)cc1	-20	-18	16	5	-9	-0.2	-2	10
CC(=O)N1CCCN(C(=O)c2ccc3nc(Cc4cccc(Cl)c4)oc3c2)CC1	2	-3	-3	-7	-5	-3.5	-9	-9
COc1ccc(NS(=O)(=O)c2ccc(NC(=S)NCC3CCCO3)cc2)cc1 (configuration not stated)	-6	-14	12	0	-5	2.0	-3	-2
Cc1ccc(N(C)S(=O)(=O)c2cc(-c3cnc(C4CC4)o3)ccc2C)cc1	-3	0	16	0	2	0.1	15	-8
CCOc1ccc(NC(=O)CNC(=O)c2ccc(OC)c(OC)c2)cc1	-3	-5	16	4	-5	-1.3	-8	-8
COc1ccc(NC(=O)CSc2nncn2N)c(OC)c1	0	-2	8	1	-6	-0.5	-1	7
COc1ccc(OC)c(NC(=O)CCC(=O)Nc2nnc(C(F)(F)F)s2)c1	2	10	10	-8	-4	1.2	6	2
Cc1ccc(C(=O)Oc2ccc(Cl)c3cccnc23)cc1[N+](=O)[O-]	-1	10	3	7	1	0.5	0	-9
C[C@@H](CN=[N+]=[N-])CN1CC[C@H](NC(=O)OCc2ccccc2)CCC1=O	-1	15	4	8	-8	-1.3	-6	3
COc1ccc(Cc2nnc(NC(=O)Nc3ccc(F)cc3)s2)cc1OC	3	-11	15	-9	3	2.3	-9	-30
Cc1cccc(N(CC(=O)NC2CC3CCC2C3)S(=O)(=O)c2ccccc2)c1 (configuration not stated)	3	6	7	1	-1	0.7	-2	2
Cc1ccc(N(C(=O)C2CCC(=O)N2)C2(C(=O)NC3CCCC3)CCCCC2)cc1 (configuration not stated)	2	6	3	-22	1	0.0	9	-10
